Eya2 inh – inhibitors of human Eya2 phosphatase activity. 330,000 tested, 0.006% active. recombinant Eya2, OMFP fluorescence dephosphorylation (OMFP is methylfluorescein phosphate). AID 488837. Potency, µM (highest dose often 76.9 µM), inactives show at the highest dose activity, negative = inhibition, actives largely listed as inhibitors. O00167; note: potency is the fitted concentration of half-maximal effect; % is set by controls: 0 for no effect and ±100 for the full control effect
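Eya2 (0.2 uM) preincubated 10 min at ambient with compound, then OMFP substrate added at 50 uM; 10 min reaction in 50 mM HEPES pH 7.5, 50 mM NaCl, 5 uM MgCl2, 0.05% BSA, 1 mM DTT. Fluorescence read at Ex 485/Em 525 nm.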
S-ASM inh – human S-ASM enzyme inhibition; placental ASM, HMU-PC fluorogenic substrate, 60 min; P17405; Potency, µM (doses to about 57.5 µM), without a hit: at the top dose activity change, negative = inhibition, usual class: inhibitors; 340,000 tested, 0.006% active; AID 504937; note: potency is the fitted concentration of half-maximal effect
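Human placenta-derived ASM preincubated with compound 10 min at room temperature, then reacted with 9 uM (final) fluorogenic HMU-PC substrate for 60 min at 37 C. Stop solution raises pH to 10; fluorescence read at Ex 386/Em 447 nm.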
Menin MLL FP TR – displaces Texas Red mutant MLL peptide from human menin; Potency, µM (top dose mostly 61.6 µM), for the others: at the highest dose FP activity change, negative = inhibition, most hits filed as inhibitors; 270,000 tested, 0.23% active; O00255; Menin + Texas Red MLL mutant peptide, fluorescence polarization; AID 1768; active = well fitted inhibition curve with a large enough effect in the polarisation, with a control signal flat, not every such curve was filed as active; inconclusive = small, poorly fitted or top-dose-only effect, or effect the other way, or a change in a side signal; inactive = no such curve, though single readings can be large or run the other way; the % refers to the polarisation; note: potency is the fitted concentration of half-maximal effect; % of control where 0% means no effect; many of its hits are not listed in these tables
TSHR antag – human thyrotropin receptor antagonism. P16473. TSHR-expressing cells, TSH-stimulated cAMP HTRF, 2 h; hits give low values. activity change, negative = inhibition, % at 11.5 µM. 330,000 tested, 0.2% active;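 active = activity change below a set negative limit, meaning inhibition stronger than a set level, cut at about -70% in these data; inconclusive = activity change between two set negative limits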; note: % is set by controls: 0 for no effect and ±100 for the full control effect
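TSHR-expressing cells were treated with compounds, then stimulated with TSH at EC80 (4nM final) for 2 hours at 37 deg C. Cellular cAMP was measured by HTRF competition between lysate cAMP and cAMP-d2 for a cryptate-labelled anti-cAMP antibody.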
PKM2 act – activators of human pyruvate kinase M2; P14618; Potency, µM (top dose mostly 57.5 µM), for inactives: at the highest dose activation, actives largely listed as activators; purified PKM2, Kinase-Glo ATP luminescence, activation; response scale: 0% is enzyme alone, no compound; 260,000 tested, 0.34% active; note: potency is the fitted concentration of half-maximal effect; % is set by controls: 0 for no effect and ±100 for the full control effect; nearly all actives have a fitted effect of over 55% in size
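ATP formation by purified human PK-M2, quantified via coupled luciferase luminescence after 1 h at room temperature with 0.1 mM ADP and 0.5 mM PEP final.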
USP2a block – inhibitors of human ubiquitin-specific protease USP2a; O75604; USP2 core, Ub-CHOP2 coupled fluorogenic reporter, 485/531; Potency, µM (series often up to 38.3 µM), inactives show at the highest dose activity change, negative = inhibition, usual class: inhibitors; 330,000 tested, 0.01% active;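 note: potency is the fitted concentration of half-maximal effect; plate controls were DMSO wells for no effect and full inhibition by NEM control for full effect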
Target sequence (O75604 whole entry, looked up): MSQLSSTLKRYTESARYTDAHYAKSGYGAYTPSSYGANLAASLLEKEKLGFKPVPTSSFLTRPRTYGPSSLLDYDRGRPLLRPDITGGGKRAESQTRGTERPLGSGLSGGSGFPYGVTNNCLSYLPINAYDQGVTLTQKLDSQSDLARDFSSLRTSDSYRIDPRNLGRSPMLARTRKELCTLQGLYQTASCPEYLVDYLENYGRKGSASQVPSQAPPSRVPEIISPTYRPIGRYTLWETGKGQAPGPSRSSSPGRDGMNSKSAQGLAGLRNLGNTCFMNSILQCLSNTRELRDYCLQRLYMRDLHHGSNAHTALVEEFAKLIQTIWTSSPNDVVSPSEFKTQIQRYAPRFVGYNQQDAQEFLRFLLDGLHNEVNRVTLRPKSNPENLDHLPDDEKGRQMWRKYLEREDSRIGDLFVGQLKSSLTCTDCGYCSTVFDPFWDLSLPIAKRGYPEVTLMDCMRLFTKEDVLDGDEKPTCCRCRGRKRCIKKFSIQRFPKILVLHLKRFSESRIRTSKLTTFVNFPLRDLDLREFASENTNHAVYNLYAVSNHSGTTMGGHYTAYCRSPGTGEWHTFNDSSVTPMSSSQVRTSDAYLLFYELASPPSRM
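USP2 core (10nM final) preincubated 30min RT with compound in 20mM Tris-HCl pH 8.0, 2mM CaCl2, 2mM beta-mercaptoethanol, 0.05% CHAPS; 25nM Ub-CHOP2 plus 25nM reporter substrate added, fluorescence (Ex485/Em531) read after 60min.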
MBNL1-CUG inh – MBNL1-poly(CUG) RNA binding inhibition | Q9NR56 | TR-FRET MBNL1-His/biotin-(CUG)12 binding, 665/545 ratio | Potency, µM (top dose mostly 57.5 µM), inactives show at the top dose activity change, negative = inhibition, actives largely listed as inhibitors | 280,000 tested, 0.036% active | AID 2675; active = well fitted inhibition curve with a large enough effect in the signal ratio, with a control signal flat, not every such curve was filed as active; inconclusive = small, poorly fitted or top-dose-only effect, or effect the other way, or a change in a side signal; inactive = no such curve, though single readings can be large or run the other way; the % refers to the signal ratio; note: potency is the fitted concentration of half-maximal effect; % is set by controls: 0 for no effect and ±100 for the full control effect
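Inhibition of protein-RNA binding appears as loss of TR-FRET between terbium anti-His antibody on MBNL1-His and streptavidin-XL665 on biotin-(CUG)12. Activity is normalized to buffer-only and uninhibited-complex controls.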
hERG WT inh – inhibitors of human wildtype KCNH2 potassium channel. Q12809. U2OS, BacMam KCNH2, thallium flux FluxOr; hits give low values. 340,000 tested, 0.37% active. activity change, % at 1.84 µM;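 active = maximum activity change below -70%; inconclusive = maximum activity change between -70% and -50%; inactive = maximum activity change above -50%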; note: % is set by controls: 0 for no effect and ±100 for the full control effect
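U2OS cells transduced with wild-type KCNH2 virus are loaded with FluxOr dye for 45 min, and thallium flux is measured in kinetic reads before and after stimulation buffer. Rate constants are normalized to DMSO controls.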
Mito fusion act – blocks mitochondrial division or promotes mitochondrial fusion. Potency, µM (series often up to 46.1 µM), without a hit: at the top dose growth rescue (activation), hits mostly activators. AID 485298. S. cerevisiae fusion-defective mutant growth rescue, CellTiterGlo 48 h. 320,000 tested, 0.23% active;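 note: potency is the fitted concentration of half-maximal effect; % of control where 0% means no effect; nearly all actives have a fitted effect of over 45% in size; temperature-sensitive fusion mutants such as fzo1-1 at 37 °C on non-fermentable ethanol glycerol medium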
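Growth-rescue viability read-out: after 48 h at the non-permissive 37C in glycerol/ethanol YPEG, yeast mitochondrial fusion mutants are measured by CellTiterGlo luminescence; compounds (23 nl pinned per well) restoring growth score as division inhibitors or fusion activators.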
BCR signal inh – blocks chronic active B-cell receptor signaling; ABC-DLBCL IkBa-CBG/CBR reporter, luminescence ratio, 4 h; Potency, µM (highest dose often 46.1 µM), for inactives: at the highest dose ratio change, negative = lower green/red ratio, actives largely listed as inhibitors; 340,000 tested, 0.05% active; active = well fitted inhibition curve with a large enough effect in the signal ratio, with a control signal flat, not every such curve was filed as active; inconclusive = small, poorly fitted or top-dose-only effect, or effect the other way, or a change in a side signal; the % refers to the signal ratio;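 note: potency is the fitted concentration of half-maximal effect; plate controls were basal doxycycline-induced cells for no effect and cells given 10 µM MG132 for full effect; MG132 reads +100%, hits lower the ratio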
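Doxycycline induced both beetle luciferases in TMD8 lymphoma cells; IKK-driven degradation limits the IkappaBalpha-fused green signal, while red luminescence normalises for cell number and nonspecific effects. Compounds tested up to 46 uM, 4 hrs.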
GALK inhibitor – blocks human galactokinase activity | 270,000 tested, 0.007% active | Potency, µM (highest dose often 57.5 µM), without a hit: at the top dose activity change, negative = inhibition, actives largely listed as inhibitors | Purified GALK, Kinase-Glo residual ATP luminescence | P51570 | AID 1868; note: potency is the fitted concentration of half-maximal effect; % is set by controls: 0 for no effect and ±100 for the full control effect
Target sequence (P51570 whole entry, looked up): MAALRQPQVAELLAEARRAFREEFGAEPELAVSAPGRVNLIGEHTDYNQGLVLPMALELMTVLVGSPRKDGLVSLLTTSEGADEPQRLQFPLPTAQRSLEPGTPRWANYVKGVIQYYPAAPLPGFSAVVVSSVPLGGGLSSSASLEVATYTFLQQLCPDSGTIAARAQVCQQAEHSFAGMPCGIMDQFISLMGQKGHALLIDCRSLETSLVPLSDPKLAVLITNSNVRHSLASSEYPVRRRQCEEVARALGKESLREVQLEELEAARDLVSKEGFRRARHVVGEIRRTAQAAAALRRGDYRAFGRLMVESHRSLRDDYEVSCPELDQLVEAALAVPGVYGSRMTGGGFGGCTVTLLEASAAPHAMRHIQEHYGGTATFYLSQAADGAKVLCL
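5 nM enzyme, 35 uM ATP, 100 uM galactose, 20 mM HEPES pH8.0, 5 mM MgCl2; 1 h RT; residual ATP by Kinase-Glo Plus luminescence, qHTS format.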
An asterisk follows results filed as active; ? = inconclusive; / = not tested or not shown; [ ] = another dose, or the depositor's remark. Unless noted, calls come from the whole dose curve; as a rule, active = well fitted curve in the direction sought with a large enough effect; inconclusive = small, poorly fitted or top-dose-only effect, or another doubt; inactive = no such curve, though single readings can be large; an effect the other way counts as inactive or inconclusive. These rows are one share of the data; count on the stated rates, not on these rows.

mol | hERG WT inh | GALK inhibitor | Mito fusion act | TSHR antag | USP2a block | Menin MLL FP TR | Eya2 inh | MBNL1-CUG inh | PKM2 act | S-ASM inh | BCR signal inh
Cc1ccc(OCC(=O)OC2CCS(=O)(=O)C2)cc1 (stereo not drawn) | -3 | 2% | 2% | -9 | 4% | 1% | 7% | -9% | 4% | 2% | -2%
CCCCC(=O)NNC(=O)CC(=O)Nc1ccccc1C(=O)O | 19 | -1% | 1% | -7 | 0% | / | 5% | / | -3% | 0% | 0%
Cc1ccc(S(=O)(=O)N/N=C/c2cccs2)cc1 | -2 | 8% | 2% | -8 | 1% | 17% | 2% | 2% | -1% | 0% | -3%
Cc1onc(-c2ccccc2)c1C(=O)N1CCN(Cc2ccccc2)CC1 | 11 | -1% | -1% | -9 | -1% | / | -8% | -8% | -3% | / | -5%
Cc1ccc(C(=O)C(C)OC(=O)CNC(=O)c2ccc(Br)o2)cc1 (stereo not drawn) | 7 | / | 7% | -8 | 3% | / | -17% | / | / | -1% | 4%
COc1ccc(NC(=O)CSc2nc(N)cc(=O)[nH]2)cc1S(=O)(=O)N1CCCCC1 | -1 | / | 2% | 5 | -5% | / | 1% | / | / | 3% | 6%
Cc1ccc(Cn2ccc(NC(=O)c3noc4c3CCCCC4)n2)cc1 | -2 | -5% | 1% | -29 | -2% | -9% | -8% | -3% | -15% | -5% | -3%
COc1ccc(C(=O)Nc2ccc(N3CCN(C(=O)C(C)C)CC3)cc2)cc1[N+](=O)[O-] | 3 | 2% | -2% | 17 | 5% | -4% | 3% | / | 1% | -3% | 1%
COc1cc(C2/C(=C(\O)c3ccc4c(c3)CC(C)O4)C(=O)C(=O)N2CCN2CCOCC2)cc(OC)c1OC (stereo not drawn) | -8 | -5% | 0% | 0 | 1% | / | -3% | 11% | / | -3% | 1%
C=CCc1ccccc1OCC(O)CN1CCN(CCN2C(=O)c3cccc4cccc(c34)C2=O)CC1 (stereo not drawn) | 3 | 2% | 6% | 27 | -14% | ? | -11% | ? | -16% | -2% | ?
CC1(C)CC(=O)c2sc(NS(=O)(=O)c3cc(Cl)ccc3Cl)nc2C1 | -5 | 0% | 10% | 13 | -2% | ? | 25% | 3% | / | 7% | -6%
O=C(OCC(=O)C12CC3CC(CC(C3)C1)C2)c1cccnc1 | 7 | -2% | -18% | -15 | -2% | -2% | 11% | 2% | -21% | -1% | -1%
CCC(=O)Nc1nc(C)cc(SCC(=O)OC)n1 | 2 | -1% | 0% | -3 | 3% | -7% | 13% | -9% | -3% | -1% | -5%
COCCOC1CCN(C(=O)C2CCC(=O)N(Cc3cccc(F)c3)C2)CC1 (stereo not drawn) | 5 | 0% | 0% | 24 | 2% | 0% | -4% | -8% | / | -1% | -1%
CCCCC(=O)Nc1ccc(C(=O)NCc2ccncc2)cc1 | 1 | -6% | 5% | 0 | 1% | 0% | 1% | -4% | -1% | 2% | 6%
O=C(CCn1cccn1)Nc1ccc2c(c1)OCO2 | -3 | 1% | 5% | 11 | -1% | -5% | 0% | -9% | / | 4% | 0%
CC(C)Oc1ccc(C(=O)NCc2cccnc2)cc1 | -2 | 3% | -1% | -12 | 4% | -3% | -1%[15.4 µM] | 1% | 1% | -3% | 1%
O=C(CN1CCCC1)Nc1ccc([N+](=O)[O-])cc1 | -4 | 0% | -2% | -9 | 0% | 21% | -1% | ? | -1% | -1% | -4%
O=C(NC(=S)N1CCCCC1)C12CC3CC(CC(C3)C1)C2 | 27 | 0% | 3% | 7 | 2% | 0% | -2% | -1% | -2% | -1% | 7%
Fc1cccc(Nc2c3c(nc4ccccc24)CCC3)c1 | 9 | -1% | -12% | 4 | 1% | -26% | 0% | 2% | / | 0% | -1%
CCN(C(=O)COC(=O)c1cccnc1Nc1cccc(C(F)(F)F)c1)C1CCS(=O)(=O)C1 (stereo not drawn) | -3 | 1% | 1% | -4 | -3% | -1% | -17% | -6% | 7% | -1% | ?
CCOc1ncccc1C(=O)OCC(=O)Nc1ccc(C)c(S(=O)(=O)N(C)C)c1 | -12 | 8% | -7% | 0 | 3% | 4% | 1% | -2% | 1% | 0% | -2%
COC(=O)c1c(C)oc2ccc(N(C(=O)c3ccncc3)S(=O)(=O)c3ccc(C)cc3)cc12 | 7 | -4% | ? | -11 | 2% | 8% | -31% | 4% | -2% | -1% | ?
CCOC(=O)c1sc(NC(=O)c2cc(-c3ccccc3)nc3ccccc23)c(C#N)c1C | -7 | 5% | -1% | ? | 1% | / | 5% | 4% | -6% | -23% | 0%
NC(=O)[C@H]1CC2(CC(c3cccc(NC(=O)COc4ccc(Cl)cc4)c3)=NO2)CN1C(=O)c1ccc(Cl)cc1 (stereo partly drawn) | -43 | 4% | ? | -8 | -4% | / | -4% | 15% | 15% | -18% | ?
Cc1ccc(NC(=O)CN2CCN(Cc3ccccc3)CC2)cc1 | 6 | -1% | 11% | -4 | 2% | 0% | 10% | -8% | / | 5% | -7%
COc1ccc(OCCSc2n[nH]c(N)n2)cc1 | -14 | 0% | -3% | 22 | 6% | -1% | -1% | 0% | 0% | -3% | -2%
NS(=O)(=O)c1cccnc1Nc1cccc(C(F)(F)F)c1 | -3 | 2% | 4% | / | / | 27% | / | 2% | 5% | -3% | /
O=C(COc1ccc2ccccc2c1)N1CCN(c2ccccc2)CC1 | -4 | / | 0% | -6 | -2% | / | -24% | / | / | -4% | 8%
COc1cc(OC)cc(C(=O)Nc2nc(CC(=O)NC(C)c3ccccc3)cs2)c1 (stereo not drawn) | -7 | / | -7% | -7 | -1% | / | 13% | / | / | / | ?
CCn1c(C)nc2cc(C(=O)N3N=C(CCOC)CC3(O)C(F)(F)F)ccc21 (stereo not drawn) | 1 | 1% | 8% | -9 | 3% | / | 7% | -5% | 4% | 0% | -3%
CCOC(=O)CC(=O)CSC1=C(C#N)C(c2ccccc2OC)CC(=O)N1 (stereo not drawn) | 1 | -1% | 0% | -8 | 0% | 3% | -30% | 16% | -2% | 21% | ?
CCOC(=O)N1CCN(C(=O)c2nn(-c3ccc(C)cc3)c(=O)c3c2c2ccccc2n3C)CC1 | 36 | 2% | 8% | 19 | 3% | -12% | -7% | -6% | 4% | 3% | 5%
Cc1ccccc1CN1CCN(C(=O)c2cccc3ccccc23)CC1 | -2 | -3% | 10% | -10 | -1% | ? | 1% | -4% | 2% | 2% | -6%
CCOc1ccc(CCNC(=O)COC(=O)c2cccc(S(=O)(=O)N3CCCC3)c2)cc1OCC | 0 | / | 3% | -5 | 0% | / | 7% | / | / | / | 3%
CCCS(=O)(=O)N1CCCC(C(=O)NCCN2CCCCC2C)C1 (stereo not drawn) | 12 | -1% | -2% | 9 | 0% | 12% | 6% | -7% | -2% | 1% | 0%
Cc1cccc(N2CCN(S(=O)(=O)c3ccc4c(c3)CCCN4C(=O)C3CCC3)CC2C)c1 (stereo not drawn) | 6 | -1% | ? | -10 | -7% | / | -3% | 0% | / | -1% | 2%
COc1ccccc1N1C(=NC(=O)COc2ccccc2)SC2CS(=O)(=O)CC21 (stereo not drawn) | 1 | 6% | 2% | 4 | 0% | / | 7% | -7% | / | 3% | -8%
CC1CC(NC(=O)c2cnc3n(c2=O)CCS3)CC(C)(C)C1 (stereo not drawn) | -9 | -3% | 24% | -9 | 0% | / | -3% | -11% | -3% | -4% | -5%
CC(NC(=O)Cc1ccc(F)cc1)c1ccc(F)cc1 (stereo not drawn) | 11 | 0% | 0% | -8 | -3% | -12% | 3% | / | -4% | 2% | -1%
CCOc1cc(N2CCOCC2)c(OCC)cc1NC(=O)c1c(-c2ccccc2Cl)noc1C | -17 | -1% | -6% | -3 | 9% | -12% | -10% | -4% | 6% | -3% | -1%
Cc1c(C(=O)CN2CCOCC2)[nH]c2ccccc12 | 1 | 3% | -1% | 8 | 4% | 4% | 2% | 14% | 6% | 1% | -12%

Source: PubChem (National Center for Advancing Translational Sciences (NCATS))
